MCL1 BIM primary: inhibitors of human MCL1 binding to BIM-BH3 peptide; Q07820; GST-MCL1 / FITC-Bim-BH3 fluorescence polarization; inhibition, % at 10.9 µM; 0.68% of 320,000 active;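 active means inhibition above the mean inhibition of all tested compounds plus 3 SD, set per campaign, cut at about 40% in these data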;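 further: 0% = DMSO wells and 100% = unlabeled Bim-BH3 peptide control; higher means more loss of mP so more displacement of Bim peptide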
Target sequence (Q07820 whole entry, looked up): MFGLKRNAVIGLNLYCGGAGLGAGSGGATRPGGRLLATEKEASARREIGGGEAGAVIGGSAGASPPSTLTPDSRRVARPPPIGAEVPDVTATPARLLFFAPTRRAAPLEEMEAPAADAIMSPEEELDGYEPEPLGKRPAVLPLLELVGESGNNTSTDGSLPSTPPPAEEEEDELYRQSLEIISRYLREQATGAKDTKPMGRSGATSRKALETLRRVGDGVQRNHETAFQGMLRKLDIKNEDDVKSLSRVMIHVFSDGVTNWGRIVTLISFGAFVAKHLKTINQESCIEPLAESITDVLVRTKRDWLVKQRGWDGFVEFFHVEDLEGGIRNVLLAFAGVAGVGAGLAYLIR
MEX-5 binding: C. elegans MEX-5 TCR-2 RNA binding activity | Q9XUB2 | MEX-5/FITC-TCR2 RNA binding, fluorescence polarization; hits give low values | activity score (negative = inhibition of binding), % at 10 µM | 0.38% of 300,000 active;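 active means inhibition past about -25% in most replicates, and total fluorescence under double the plate's negative control median, limit read from the data; inconclusive means replicates evenly split on the limit, or fluorescence at least double controls; inactive means too little inhibition in most replicates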;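 further: 0% = DMSO and -100% = 5 µM competing unlabeled TCR2 RNA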
Target sequence (Q9XUB2 whole entry, looked up): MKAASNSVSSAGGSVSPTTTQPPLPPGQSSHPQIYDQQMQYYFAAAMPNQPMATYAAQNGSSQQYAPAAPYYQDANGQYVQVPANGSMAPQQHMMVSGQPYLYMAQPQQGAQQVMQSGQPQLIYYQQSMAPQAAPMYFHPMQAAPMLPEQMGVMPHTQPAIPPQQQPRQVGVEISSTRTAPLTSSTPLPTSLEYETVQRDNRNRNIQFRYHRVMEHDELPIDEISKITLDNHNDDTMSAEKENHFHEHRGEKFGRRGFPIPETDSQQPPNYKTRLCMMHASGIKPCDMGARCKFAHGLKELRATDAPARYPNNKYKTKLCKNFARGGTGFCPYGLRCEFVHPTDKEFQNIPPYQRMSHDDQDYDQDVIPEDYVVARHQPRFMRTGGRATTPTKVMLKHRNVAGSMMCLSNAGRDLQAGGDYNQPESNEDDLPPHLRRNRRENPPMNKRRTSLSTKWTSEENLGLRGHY
Bcl-xL primary: blocks human Bcl-xL binding to Bim BH3 peptide. inhibition, % at 10.9 µM. 0.7% of 320,000 active. Q07817. GST-Bcl-xL / FITC-Bim BH3 peptide fluorescence polarization;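 active means inhibition above the mean of all tested compounds plus 3 SD, cutoff set per campaign, cut at about 30% in these data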;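 further: 0% = DMSO wells and 100% = unlabeled Bim-BH3 peptide competitor; inhibitors lower millipolarization by displacing the labeled peptide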
Target sequence (Q07817 whole entry, looked up): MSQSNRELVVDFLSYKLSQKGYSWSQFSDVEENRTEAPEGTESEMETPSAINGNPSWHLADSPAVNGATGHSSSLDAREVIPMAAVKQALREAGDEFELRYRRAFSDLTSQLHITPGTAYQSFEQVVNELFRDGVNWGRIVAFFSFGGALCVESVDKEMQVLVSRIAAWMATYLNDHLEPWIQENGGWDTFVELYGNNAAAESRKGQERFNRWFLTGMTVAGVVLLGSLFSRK
Fam108B inh: Fam108B inhibition, counter-screen for RBBP9 inhibitors | inhibition, % at 9.51 µM | recombinant Fam108B, FP-Rh probe fluorescence polarization | 0.33% of 300,000 active | AID 1947;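 active means inhibition above the screen mean inhibition plus 3 SD, computed separately per campaign, cut at about 18% in these data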;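 further: inhibitors lower polarization as less probe binds the enzyme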
AGP1-GFP MLPCN: modulators of TOR pathway AGP1-GFP in S. cerevisiae. S. cerevisiae AGP1-GFP multiplex flow cytometry, 3 h; GFP as percent of DMSO wells. GFP response vs DMSO, % at 10 µM. 0.02% of 320,000 active;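 active means GFP response relative to DMSO above a set limit, near screen average plus 3 SD, cut at about 150% in these data; inconclusive means fewer than 70 cells counted for the yeast strain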;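 further: median GFP channel fluorescence of the gated AGP1 strain per well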
GLD-1 RNA inh: GLD-1-TGE RNA interaction inhibition (C. elegans) | Q17339 | purified GLD-1 + fluorescein TGE RNA, fluorescence polarization | inhibition, % at 5.96 µM | 0.44% of 320,000 active | AID 2280;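 active means percent inhibition above a per-plate cutoff, the plate mean of test compounds plus 3 SD, cut at about 30% in these data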;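 further: 0% = DMSO wells with GLD-1 and probe and 100% = wells lacking GLD-1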
CIT2 TOR yeast: yeast TOR pathway CIT2-GFP modulation; GFP response vs DMSO, % at 10 µM; 0.065% of 320,000 active; S. cerevisiae CIT2-GFP strain, flow cytometry, 3 h; 100 means same as DMSO wells; AID 2029;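 active means GFP response relative to DMSO above a set limit, near the screen mean plus 3 SD, cut at about 150% in these data; inconclusive means Fewer than 70 cells measured for a yeast strain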;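 further: ratio of well median GFP fluorescence to mean of DMSO wells on the plate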
GRK2 aptamer HTS: blocks RNA aptamer binding to human GRK2 | P25098 | bead flow cytometry, FAM-aptamer displacement from GRK2 | inhibition of aptamer binding, % at 10 µM | 0.59% of 330,000 active | AID 488847;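 active means inhibition of aptamer binding above 40%, roughly 3 SD of noise, on plates passing a quality check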;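 further: median bead fluorescence of bound FAM aptamer so fluorescent compounds give negative values; no value below 0 was filed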
VLA-4 inh: inhibition in a human VLA-4 binding assay; P13612; VLA-4 expressing cells, ligand binding flow cytometry; inhibition, % (about 7 µM as worked out from the volumes in the protocol); 0.2% of 330,000 active; AID 2557; in the data active means inhibition above about 50%
The depositor's hits bear a star; ? = inconclusive; . = not tested or not shown; [ ] = remark or other dose.

SMILES	MCL1 BIM primary	MEX-5 binding	Bcl-xL primary	Fam108B inh	AGP1-GFP MLPCN	GLD-1 RNA inh	CIT2 TOR yeast	GRK2 aptamer HTS	VLA-4 inh
COc1cccc(-c2c(C(=O)N/N=C(\C)c3cccnc3)nnn2-c2nonc2N)c1	7	-2.5	13	5	102	5	100	0	6
COCCn1c(=S)[nH]c2ccc(N(C)C)cc2c1=O	31	-2.4	32*	3	21[may fluoresce violet]	17	?	1	-1
O=C1CCc2cc(S(=O)(=O)Nc3ccccc3F)ccc2N1	-1	.	3	.	102	-1	101	3	6
COC(=O)c1sc(-c2ccccc2)cc1NC(=O)c1ccc(F)cc1	4	1.3	3	1	103	6	105	0	2
Cc1ccccc1OCC(=O)N1CCc2ccccc2C1	4	2.1	8	0	98	4	92	1	5
Cc1nnc(NC(=O)C(C)Sc2nnc(CCNC(=O)c3ccccc3F)n2C)s1 (centres undefined)	5	-0.8	2	2	101	2	100	0	1
COc1ccc(-c2c(C)sc(NC(=O)c3ccnn3C)c2C#N)cc1	10	2.7	4	0	100	7	108	8	-10
Cc1cc(C)n2nc(SC(C)C(=O)NCc3ccco3)nc2n1 (centres undefined)	0	3.5	3	1	109	12	105	0	5
CC(NC(=O)c1ccc([N+](=O)[O-])o1)C12CC3CC(CC(C3)C1)C2 (centres undefined)	0	-1.4	2	-4	?	-7	?	2	0
COc1ccc(F)cc1C(=O)C1CCCN(Cc2ccc3c(c2)OCCO3)C1 (centres undefined)	-2	2.8	2	0	102	4	100	0	8
CCOC(=O)Cn1c2ccccc2c2nc(C)sc21	-3	3.7	-4	4	110	-3	111	0	3
CC(=O)Nc1cccc(OCc2cnc(Cl)s2)c1	-9	1.9	-5	2	88	1	87	0	2
CCOc1ccccc1CN1CCN(Cc2csc(C(C)=O)c2)CC1CCO (centres undefined)	-3	0.3	4	0	101	-3	97	2	3
C=CCOc1ccc(C(=O)NC2CCCCC2)cc1	9	1.2	4	-4	96	4	93	1	5
Cc1cc(=O)oc(C)c1C(=O)Nc1cnc2ccccc2c1	39	-10	30	-2	100	13	103	0	-34
O=C(NCc1n[nH]c(=S)n1-c1ccccc1)c1ccco1	-13	2.6	-3	-3	99	7	95	0	5
Cc1ncsc1C(=O)N1N=C2/C(=C/c3ccccc3)CCCC2C1c1ccccc1 (centres undefined)	-5	-0.9	1	0	102	2	96	3	6
CN1CCN(C(=O)C2=C[C@@H](C3CCCCC3)C[C@@H](OCCCCO)O2)CC1	4	1.5	4	-3	.	6	.	.	.
COc1ccc2cc3cc(C(=O)NCc4ccco4)oc3nc2c1	4	-0.1	6	-2	96	-1	99	2	-13
O=C1NC(=O)C2(COC(c3ccccc3Cl)OC2)S1 (centres undefined)	7	0.3	6	-1	101	-1	100	4	9
C/C(N)=C(/C#N)C(=O)CSc1nc2ccccc2c(=O)n1-c1ccc(C)cc1	22	0.3	4	-16	89	-4	80	6	6
CCCCCn1c(SCc2ccncc2)nc2cc(C(=O)NCc3ccco3)ccc2c1=O	-1	0.9	0	-10	100	8	96	4	7
CC1=C(C(=O)OCc2ccccc2)C(c2ccc([N+](=O)[O-])cc2)NC(=O)N1CCCCCC(=O)O (centres undefined)	2	1.5	-1	4	94	3	91	0	5
CCOc1ccc(NC(=O)NCCCCc2ccccc2)cc1	8	-3.5	5	0	88	6	87	3	7
CN(C/C(O)=C(\C#N)c1ccccc1)C1CCCCC1	-2	-0.8	2	0	100	-1	97	1	19
O=C(/C=C/c1ccc([N+](=O)[O-])cc1)c1cccnc1	11	-1.3	6	2	99	1	97	2	18
CSCCC(N=C(NS(=O)(=O)c1ccc(Br)cc1)c1ccccc1)C(=O)O (centres undefined)	10	1.0	6	3	101	2	.	0	-25
CCNc1nc(NC(C)(C)C)nc(SCC(N)=O)n1	-6	0.9	3	-1	98	0	80	0	1
COc1ccc(S(=O)(=O)N(C)CC(=O)N2CCCCCC2)cc1	-11	0.7	1	-4	104	-6	107	0	3
COc1ccccc1OCC(=O)Nc1nc(C)c(C)s1	-2	3.3	-3	-3	91	12	95	0	2
CCOC(=O)CCCCC(=O)c1[nH]c(=O)[nH]c1CSc1nc(C)cc(=O)[nH]1	-2	-0.7	7	3	101	12	102	0	9
COc1ccc(NC(=O)c2cc(C)no2)cc1	4	0.6	5	4	96	7	102	0	5
COC(=O)C(C)Sc1nnc2n(-c3cccc(C)c3)c(=O)c3c4c(sc3n12)CCCC4 (centres undefined)	4	0.8	3	-1	97	7	94	0	20
Cn1nnnc1SCC1=C(C(=O)O)N2C(=O)[C@@H](NC(=O)[C@H](O)c3ccccc3)[C@H]2SC1	11	-9.8	9	0	86	3	83	52*	18
CC(C(=O)Nc1sc2c(c1C#N)CCCCC2)N1C(=O)c2ccccc2C1=O (centres undefined)	1	-0.3	0	7	102	0	89	2	0
COc1ccccc1NC(=O)COC(=O)c1ccc(S(=O)(=O)N2CCCCCC2)cc1	.	.	.	.	99	-1	101	0	6
COc1ccc2nc(N3CCN(C(=O)c4ccc([N+](=O)[O-])o4)CC3)sc2c1	4	-0.2	9	5	73	8	141	5	-5
COc1cc(OC)cc(-c2cc3ncccc3cn2)c1	1	.	1	.	86	0	85	0	1
COc1ccc(S(=O)(=O)N2CCC(C(=O)NC3CCCCC3)CC2)cc1OC	-7	0.1	-1	3	114	3	108	0	-6
COC(=O)c1ccccc1NC(=O)NCc1ccccc1	-9	0.3	-4	1	91	-5	95	8	22
CCOC(=O)c1cc(OCC(=O)NC(C)C(C)C)cc(C(=O)OCC)c1 (centres undefined)	2	0.3	0	3	92	4	98	2	3
COc1ccc(Nc2cc(C(=O)NCCCN3CCOCC3)c3ccccc3n2)cc1	7	.	4	1	95	-7	96	0	-4
CCN(CC(=O)Nc1c(C(=O)OC)[nH]c2ccc(Cl)cc12)c1ccc2c(c1)OCO2	49*	0.1	49*	21*	114	1	107	4	-25
CCOc1ccc2[nH]c(=O)c(CN(CCO)C(=O)c3ccc(F)cc3)cc2c1	5	-1.7	3	0	?	3	?	2	-2
C/C(=N\N(Cc1ccccc1)c1ccccc1)c1ccncc1	0	6.8	3	3	99	1	97	0	3

Arranged by count of non-hydrogen atoms (falling): 3 of the compounds above
SMILES	MCL1 BIM primary	MEX-5 binding	Bcl-xL primary	Fam108B inh	AGP1-GFP MLPCN	GLD-1 RNA inh	CIT2 TOR yeast	GRK2 aptamer HTS	VLA-4 inh
COC(=O)C(C)Sc1nnc2n(-c3cccc(C)c3)c(=O)c3c4c(sc3n12)CCCC4 (centres undefined)	4	0.8	3	-1	97	7	94	0	20
CCOC(=O)CCCCC(=O)c1[nH]c(=O)[nH]c1CSc1nc(C)cc(=O)[nH]1	-2	-0.7	7	3	101	12	102	0	9
COc1cc(OC)cc(-c2cc3ncccc3cn2)c1	1	.	1	.	86	0	85	0	1

The listing continues.
SMILES	MCL1 BIM primary	MEX-5 binding	Bcl-xL primary	Fam108B inh	AGP1-GFP MLPCN	GLD-1 RNA inh	CIT2 TOR yeast	GRK2 aptamer HTS	VLA-4 inh
CCOc1cc(C(=O)NCC(C)(C)CNC(=O)c2cc(OCC)c(OCC)c(OCC)c2)cc(OCC)c1OCC	1	-2.1	6	-2	101	2	105	0	0
CC(C)(C)NC(=O)C(c1ccncc1)N(Cc1ccc(F)cc1)C(=O)c1ccc(-c2ccccc2)[nH]1 (centres undefined)	-5	1.0	0	0	98	1	98	1	0
NC(=O)CSc1nnc(-c2ccc(S(=O)(=O)N3CCCCC3)cc2)n1-c1ccccc1	-3	0.6	-2	-2	99	8	101	0	7
Cc1nn(-c2ccccc2)c(Cl)c1/C=N/NC(=O)c1ccn[nH]1	1	0.8	7	-1	105	7	104	5	3
O=C(Cc1c(F)cccc1Cl)Nc1cccc(S(=O)(=O)NC2=NCCCCC2)c1	6	1.3	7	0	106	0	107	0	-4
CS(=O)(=O)c1ccc(-c2cccc(NC(=O)c3ccco3)c2)nn1	4	0.9	5	0	105	2	112	0	-5
COC(=O)Cc1ccc(OC(=O)CCS(=O)(=O)c2ccc(C)cc2)cc1	-1	-0.3	2	-3	96	3	95	0	10
COc1cccc2cc(C(=O)NCC3CCCO3)c(=O)oc12 (centres undefined)	6	1.0	5	0	108	-2	.	0	-9
COc1ccc(N2CCN(C(=O)Cn3ncc4c([nH]c5ccccc54)c3=O)CC2)cc1	3	0.2	4	-2	102	3	103	0	-11
CCN(CC)C(=O)c1ccccc1NS(=O)(=O)c1ccc(OC)c(C(=O)N2CCOCC2)c1	1	0.3	8	-5	103	-5	113	61*	-7
O=C(O)c1ccc(-c2nc3scc(-c4ccccc4)c3c(=O)[nH]2)cc1	4	2.9	5	-4	100	-2	104	0	-1
CCOC(=O)CC1C(=O)NCCN1C(=O)c1cccc(C(F)(F)F)c1 (centres undefined)	2	-2.1	2	-3	.	5	91	1	-1
Cc1cc(N2CCN(CC(O)C(F)(F)F)CC2)c2ccccc2n1 (centres undefined)	-11	-1.6	0	-2	94	-1	102	2	14
Cc1cnc(NC(=O)c2ccc3c(c2)C(=O)N(Cc2ccco2)C3=O)s1	7	-0.5	5	1	109	0	112	1	6
COc1ccc(-c2cc(C(F)(F)F)nc(NC3CCCC3)n2)cc1OC	-5	1.2	-3	-1	100	-2	99	5	-4
CC(C)(C)C(=O)Nc1cccc(-c2nnc(-c3cccc(NC(=O)C(C)(C)C)c3)o2)c1	3	-1.2	4	-3	105	4	115	1	15
COc1cccc(/C=N/NC(=O)NC2CCCCC2)c1O	-4	1.6	1	1	109	3	105	2	2
COc1ccc(N(CC(=O)N2CCc3ccccc32)S(=O)(=O)c2c(C)noc2C)cc1	4	-0.4	6	3	97	-1	123	11	1
O=C(CSc1nnc(NC(=O)c2ccco2)s1)Nc1ccccc1F	5	1.0	8	-1	94	3	92	0	6
CC(C)C[C@@H](CC#N)N1CCN(Cc2ccccc2)CCC1=O	8	-3.7	4	6	85	2	102	1	-10
CC(C)c1ccc(/C=C/C(=O)NCc2ccc(S(N)(=O)=O)cc2)cc1	-1	2.9	4	-12	91	1	90	0	5
Cn1nc(C(=O)N2CCCC2)c2ccccc2c1=O	1	-1.2	2	2	108	4	102	2	-9
CC(=O)Nc1ccc(S(=O)(=O)Nc2nc3cc4c(cc3nc2Cl)OCCO4)cc1	8	1.3	11	-4	93	3	99	0	8
O=C(Cn1ccc(C(F)(F)F)n1)N=Nc1c(O)[nH]c2ccc(Br)cc12	4	-4.1	6	2	102	4	99	3	3
CCn1c(COc2ccccc2C)nnc1SCC(=O)Nc1cc(C)on1	-1	1.4	1	-7	90	7	81	0	8
CC1=CC2=NC(=O)CC(C)(C(=O)N(CC(=O)NC3CCCC3)c3ccccc3C)N2C=C1 (centres undefined)	12	2.1	4	-2	100	-6	88	0	5
Fc1cccc(/C=N/Nc2nc3ccccc3[nH]2)c1	-3	-2.5	-5	3	88	-1	.	0	-2
CCCc1cc(C(=O)Nc2ccc(C(=O)c3ccc(F)cc3)cc2)n(C)n1	21	-0.1	7	-11	90	6	80	0	-14
O=C(CCN1C(=O)/C(=C\c2ccccc2F)SC1=S)N1CCCCC1	8	-0.7	7	3	96	3	86	1	20
N#Cc1ccccc1Sc1ccccc1C(=O)NCC(c1ccco1)N1CCCC1 (centres undefined)	9	0.4	2	-2	108	-1	91	0	10
Cc1noc(C(=O)Nc2cccc(Cl)c2)c1Cl	.	-4.2	.	.	92	.	99	2	24
CC(=C/C(=O)O)/C=C/c1cccs1	7	-0.4	12	8	92	3	76	0	-4

Screening data: PubChem BioAssay, several laboratories

Compounds as they come. About 2.2% of those tested had a hit in this group.
